Compound activity as filed in PubChem BioAssay.
AGP1-GFP MLPCN: modulators of TOR pathway AGP1-GFP in S. cerevisiae; S. cerevisiae AGP1-GFP multiplex flow cytometry, 3 h; GFP as percent of DMSO wells; GFP response vs DMSO, % at 10 µM; 320,000 compounds, 0.02% hits;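 active = GFP response relative to DMSO above a set limit, near screen average plus 3 SD, cut at about 150% in these data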;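 also: median GFP channel fluorescence of the gated AGP1 strain per well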
MEX-5 binding: C. elegans MEX-5 TCR-2 RNA binding activity; Q9XUB2; MEX-5/FITC-TCR2 RNA binding, fluorescence polarization; stronger effect = lower value; activity score (negative = inhibition of binding), % at 10 µM; 300,000 compounds, 0.38% hits;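 active = inhibition past about -25% in most replicates, and total fluorescence under double the plate's negative control median, limit read from the data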;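 also: 0% = DMSO and -100% = 5 µM competing unlabeled TCR2 RNA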
Target sequence (Q9XUB2 whole entry, looked up): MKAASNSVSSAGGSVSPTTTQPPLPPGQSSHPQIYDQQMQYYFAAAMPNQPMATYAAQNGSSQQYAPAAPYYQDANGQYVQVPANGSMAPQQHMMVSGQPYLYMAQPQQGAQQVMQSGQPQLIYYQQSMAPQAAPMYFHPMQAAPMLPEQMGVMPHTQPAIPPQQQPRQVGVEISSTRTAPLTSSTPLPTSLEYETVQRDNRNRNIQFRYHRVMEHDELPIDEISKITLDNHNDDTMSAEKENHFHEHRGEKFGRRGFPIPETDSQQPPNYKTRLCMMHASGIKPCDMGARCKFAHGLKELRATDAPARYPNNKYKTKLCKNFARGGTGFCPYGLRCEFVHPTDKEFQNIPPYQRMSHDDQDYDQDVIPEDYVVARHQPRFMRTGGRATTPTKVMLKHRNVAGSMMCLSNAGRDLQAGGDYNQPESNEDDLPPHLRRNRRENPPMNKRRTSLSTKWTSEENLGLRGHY
CIT2-GFP yeast: alters CIT2-GFP fluorescence in TOR pathway yeast screen. S. cerevisiae CIT2-GFP strain, flow cytometry, 3 h; 100 means same as DMSO wells. 320,000 compounds, 0.065% hits. GFP response vs DMSO, % at 10 µM;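 active = GFP response relative to DMSO above a set limit, near the screen mean plus 3 SD, cut at about 150% in these data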;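 also: ratio of well median GFP fluorescence to mean of DMSO wells on the plate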
Yeast superoxide: yeast age-related superoxide inhibition as caloric restriction mimetic; S. cerevisiae aged cells, superoxide DHE fluorescence; stronger effect = lower value; superoxide response (% of plate mean), % at 10 µM; 330,000 compounds, 0.18% hits;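 active = superoxide response under a set limit, about three screen SD below normal, cut at about 65% in these data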;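 also: yeast aged for seven days with compound at 30 °C before DHE staining; 100% = average MFI of all compound-treated wells on the plate with controls excluded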
MCL1 BIM primary: inhibitors of human MCL1 binding to BIM-BH3 peptide. GST-MCL1 / FITC-Bim-BH3 fluorescence polarization. inhibition, % at 10.9 µM. 320,000 compounds, 0.68% hits. AID 2057;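 active = inhibition above the mean inhibition of all tested compounds plus 3 SD, set per campaign, cut at about 40% in these data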;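 also: 0% = DMSO wells and 100% = unlabeled Bim-BH3 peptide control; higher means more loss of mP so more displacement of Bim peptide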
GRK2 aptamer HTS: blocks RNA aptamer binding to human GRK2. P25098. bead flow cytometry, FAM-aptamer displacement from GRK2. inhibition of aptamer binding, % at 10 µM. 330,000 compounds, 0.59% hits. AID 488847;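 active = inhibition of aptamer binding above 40%, roughly 3 SD of noise, on plates passing a quality check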;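 also: median bead fluorescence of bound FAM aptamer so fluorescent compounds give negative values; no value below 0 was filed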
BCLXL inh: inhibitors of human Bcl-xL. inhibition, % at 10.9 µM. GST-Bcl-xL / FITC-Bim BH3 peptide fluorescence polarization. 320,000 compounds, 0.7% hits. AID 2129. Q07817;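 active = inhibition above the mean of all tested compounds plus 3 SD, cutoff set per campaign, cut at about 30% in these data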;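 also: 0% = DMSO wells and 100% = unlabeled Bim-BH3 peptide competitor; inhibitors lower millipolarization by displacing the labeled peptide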
VLA-4 inh: inhibition in a human VLA-4 binding assay | VLA-4 expressing cells, ligand binding flow cytometry | inhibition, % (about 7 µM as worked out from the volumes in the protocol) | 330,000 compounds, 0.2% hits | AID 2557; in the data active = inhibition above about 50%
GLD-1 RNA inh: GLD-1-TGE RNA interaction inhibition (C. elegans) | 320,000 compounds, 0.44% hits | AID 2280 | purified GLD-1 + fluorescein TGE RNA, fluorescence polarization | inhibition, % at 5.96 µM;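 active = percent inhibition above a per-plate cutoff, the plate mean of test compounds plus 3 SD, cut at about 30% in these data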;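 also: 0% = DMSO wells with GLD-1 and probe and 100% = wells lacking GLD-1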
Target sequence (Q17339 whole entry, looked up): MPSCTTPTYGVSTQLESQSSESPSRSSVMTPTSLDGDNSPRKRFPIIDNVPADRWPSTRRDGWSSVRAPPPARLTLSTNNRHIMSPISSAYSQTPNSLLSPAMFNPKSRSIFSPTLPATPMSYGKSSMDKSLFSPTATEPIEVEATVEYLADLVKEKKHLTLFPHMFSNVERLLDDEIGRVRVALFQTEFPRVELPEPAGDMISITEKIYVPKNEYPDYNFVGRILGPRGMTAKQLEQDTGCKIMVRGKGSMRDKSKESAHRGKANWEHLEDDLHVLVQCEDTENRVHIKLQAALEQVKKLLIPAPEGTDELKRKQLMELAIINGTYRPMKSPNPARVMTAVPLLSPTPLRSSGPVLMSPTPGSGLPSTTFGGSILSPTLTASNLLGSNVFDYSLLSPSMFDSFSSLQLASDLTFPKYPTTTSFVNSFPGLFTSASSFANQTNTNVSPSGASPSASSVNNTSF
* = called active by the depositor; nt = no result given.

Every second line gives: AGP1-GFP MLPCN | MEX-5 binding | CIT2-GFP yeast | Yeast superoxide | MCL1 BIM primary | GRK2 aptamer HTS | BCLXL inh | VLA-4 inh | GLD-1 RNA inh
Cc1cc2ncn(CCCCOc3ccccc3)c2cc1C
  102 | -0.7 | 103 | 80 | -3 | 1 | 3 | -1 | -3
CN(C)S(=O)(=O)c1cccc(NC(=O)c2ccccc2OCc2ccc(F)cc2)c1
  99 | -1.3 | 104 | 94 | -6 | 0 | 2 | 12 | -4
CSc1nc2nccc(-c3ccc(-c4ccccc4)cc3)n2n1
  98 | 0.0 | 95 | 88 | -1 | 0 | 9 | -48 | 1
CCn1c(C)nc2cc(C(=O)NNC(=S)NC(=O)c3ccccc3)ccc21
  82 | -2.7 | 94 | 98 | -5 | 1 | 3 | 8 | 0
Nc1nn(-c2ccccc2)c2ccc([N+](=O)[O-])cc12
  94 | -3.7 | 97 | 107 | -11 | 75* | -2 | 6 | -2
COc1ccc(OCCOc2ccc(S(=O)(=O)N3CCCC3)cc2[N+](=O)[O-])cc1
  99 | nt | 98 | 105 | 7 | 0 | 4 | 0 | 7
COc1cccc(C(=O)Nc2c3c(nn2-c2cccc(C)c2C)CS(=O)C3)c1OC (centres undefined)
  102 | -0.9 | 97 | 97 | -1 | 0 | 3 | 30 | 5
COc1ccc(/C=C2\SC(=S)N(CCC(=O)NCCCN3CCOCC3)C2=O)cc1
  98 | 0.4 | 100 | 116 | 14 | 1 | 8 | 11 | 0
O=C(CCC(=O)c1cccs1)NNC(=O)c1ccccc1Cl
  100 | nt | 97 | 94 | 2 | 0 | 5 | 16 | 6
COc1ccc(-c2nnc3n2-c2ccccc2SC3)cc1OC
  93 | -0.4 | 91 | 105 | 4 | 0 | 0 | 2 | 4
CCS(=O)(=O)C1=NSC2=NC(=O)/C(=C\c3ccc(OS(=O)(=O)c4ccccc4)c(OC)c3)C(=N)N21
  97 | -3.1 | 94 | 128 | -6 | 2 | 1 | 12 | -9
COc1ccc(C(=O)N2CC3(CC(c4ccc(Cl)cc4)=NO3)C[C@H]2C(=O)NCC(N)=O)cc1 (some centres undefined)
  95 | 0.2 | 114 | 99 | 12 | 1 | -2 | 2 | 6
CCOc1ccc2c(c1)C(=NNC(=O)c1ccncc1)c1cc(OCC)ccc1-2
  97 | 0.0 | 100 | 122 | -2 | 0 | -1 | -3 | -1
O=C(CCc1n[nH]c(=O)[nH]c1=O)N1CCOCC1
  112 | -1.5 | 103 | 102 | 3 | 2 | -1 | 3 | 6
CC1=C(C(=O)Nc2ccccc2C(=O)NCCCN2CCN(C)CC2)SCCO1
  89 | -1.5 | 97 | 88 | 12 | 0 | 6 | 11 | 3
CCOc1ccc(OC(=O)c2cccc(S(=O)(=O)N3CCN(C)CC3)c2)cc1
  91 | 0.8 | 95 | 103 | -23 | 1 | -18 | 8 | 5
CC(=O)OCC(=O)C1CCC2C3CC=C4CC(O)CCC4(C)C3CCC12C (centres undefined)
  98 | nt | 89 | 109 | 2 | 1 | 3 | 3 | -1
Fc1ccccc1CSc1nnc(Cn2cnc3ccccc32)n1-c1ccccc1
  87 | 1.9 | 80 | 101 | 2 | 0 | 2 | 2 | -2
CCCCCCCCCCCCC/C=C/[C@@H](O)[C@@H](N)CO
  84 | 19 | 83 | 108 | -1 | 0 | 4 | 45 | 3
COc1ccc2[nH]c(C(=O)Nc3ccc(C)c(F)c3)cc2c1
  99 | 2.2 | 93 | 92 | -1 | 1 | 1 | -5 | 5
CCOCCCN(C(=O)c1snc(C(N)=O)c1N)C(C(=O)NC(C)(C)C)c1ccc(Cl)cc1 (centres undefined)
  97 | -1.7 | 104 | 92 | 3 | 2 | 3 | -3 | 7
CN(CC(=O)Nc1cccc(Cl)c1)S(=O)(=O)c1ccc2c(c1)n(C)c(=O)c(=O)n2C
  100 | 2.5 | 106 | 88 | -19 | 6 | -13 | 8 | -5
CCN(C(=O)c1ccc(NC(C)=O)cc1)c1ccccc1C
  94 | 1.2 | 111 | 91 | 5 | 2 | 5 | 14 | 0
CCN(CC)S(=O)(=O)c1ccc2oc(Nc3ccc4c(c3)OCCO4)nc2c1
  96 | -1.9 | 97 | 112 | -13 | 0 | -10 | -6 | -3
CCn1ccnc1CN(C)C(=O)CCc1nnc(CCC2CCCCC2)o1
  95 | -2.4 | nt | 92 | -5 | 0 | 4 | 1 | -6
Cc1ccc(OCCNC(=O)CNC(=O)c2ccc(C)cc2)cc1
  99 | 2.2 | 100 | 80 | 1 | 0 | 2 | -5 | -12
CCOc1ccc(N(CC(=O)NCc2ccc(OC)cc2)S(=O)(=O)c2c(C)noc2C)cc1
  102 | 1.1 | 96 | 98 | 2 | 0 | 2 | 7 | 2
CC(=O)Nc1cccc(NC(=O)c2ccc(Br)cc2)c1
  86 | -1.7 | nt | 109 | 4 | 0 | 4 | 3 | 8
Oc1c(N=NC(=S)Nc2ccccc2F)c2ccccc2n1Cc1ccc(Cl)cc1
  103 | -0.7 | 101 | 111 | 4 | 2 | 3 | -2 | -1
CS(=O)(=O)N(Cc1ccccc1)c1ccc(C(=O)Nc2cccnc2)cc1
  89 | 2.1 | 91 | 99 | 3 | 4 | 1 | -3 | 3
CCOC(=O)Cn1nnc(-c2ccc(SC)cc2)n1
  95 | 1.2 | 93 | 105 | 7 | 0 | 5 | 15 | 0
C[n+]1ccccc1C1CCCC/C1=N\NC(N)=S (centres undefined)
  96 | -2.4 | 104 | 117 | -20 | 3 | -3 | -6 | 0
Cc1nn(C)cc1[C@@H]1C[C@H]2CN(Cc3cccc(Cl)c3)C(=O)[C@]23CCCN13
  93 | 0.8 | 95 | 86 | -9 | 0 | -4 | -3 | -16
COc1ccc(Cl)c2sc(NC(=O)C3=COCCO3)nc12
  104 | -0.8 | 105 | 102 | -3 | 0 | -6 | -1 | -7
CCCCNC(=S)N(Cc1ccco1)Cc1cc2cc3c(cc2[nH]c1=O)OCCO3
  104 | -1.6 | 113 | 77 | 6 | 2 | 9 | -1 | -4
O=S(=O)(Nc1ccccc1F)c1cccc(NC(=S)NCCN2CCOCC2)c1
  99 | nt | 96 | 96 | nt | 0 | nt | 4 | 1
O=C(NCCNc1ccc([N+](=O)[O-])cc1C(F)(F)F)c1ccccc1
  109 | 0.3 | 107 | 97 | 11 | 0 | 3 | 0 | -5
Cc1cccc(Cn2c(NCCO)nc3c2c(=O)n(C)c(=O)n3C)c1
  101 | -0.5 | 95 | 105 | 6 | 2 | 5 | -2 | 6
Cn1c(=O)[nH]c(=O)c2c1nc(CN1CCN(Cc3ccccc3)CC1)n2CC(N)=O
  102 | 1.7 | 95 | 108 | 1 | 10 | 6 | -5 | -5
Cc1ccc(N2C(=O)N3[C@H](c4ccc(F)cc4)[C@@H]4C(=O)N(C5CCCCC5)C(=O)[C@@H]4[C@]3(C)C2=O)cc1
  90 | 1.0 | 109 | 100 | 7 | 0 | 3 | -11 | -1
CCOc1ccc(CCNC(=O)c2nnn(CC(=O)Nc3ccc(C)cc3)c2N)cc1OCC
  102 | nt | 102 | 105 | -2 | 0 | 1 | 6 | -1
CCCCCCOC1(c2ccccc2)OC(=O)c2ccccc21 (centres undefined)
  104 | 0.4 | 101 | 102 | 1 | 0 | -6 | -6 | 6
O=C(COC(=O)c1cnc(Cl)c(Cl)c1)NCCC1=CCCCC1
  104 | -0.4 | 97 | 106 | 9 | 0 | 2 | 15 | -2
O=C(CN1CCCC1=O)NC1C2CC3CC(C2)CC1C3 (centres undefined)
  117 | -2.9 | 109 | 111 | 1 | 0 | 2 | 6 | 10
C=CCN1C(=O)c2ccc(C(=O)OCC(=O)N(C)C3CCCCC3)cc2C1=O
  108 | -2.8 | 105 | 107 | 3 | 8 | 2 | -7 | 7
COCCN(C(=S)Nc1ccc(Cl)cc1OC)C1CCN(C(C)=O)CC1
  105 | 0.7 | 110 | 106 | 7 | 2 | 4 | -7 | 3
C=C1CCC2C(C)(C)[C@@H](O)CC[C@@]2(C)[C@@H]1COc1ccc2ccc(=O)oc2c1 (some centres undefined)
  107 | 1.6 | 98 | 93 | 2 | 0 | 3 | -4 | -9
NC(=O)CC(NC(=O)Cc1ccc(Br)cc1)c1ccc(N2CCc3ccccc3C2)c([N+](=O)[O-])c1 (centres undefined)
  93 | -1.3 | 87 | 111 | 9 | 3 | 5 | 10 | 3
Cc1cc2nc(SCC(=O)O)nc(C)c2cc1C
  96 | -0.1 | 95 | 112 | 7 | 0 | 7 | 0 | 0
COc1ccc(NC(=O)Cn2cccc2)c(OC)c1
  nt | -0.4 | 98 | 112 | 1 | 11 | -1 | -2 | 4
Cc1cc(Cl)ccc1OCC(=O)NNC(=O)c1cnccn1
  98 | -5.1 | 93 | 94 | 4 | 1 | 3 | 0 | 6
Cc1ccc(CN2CCNC(=O)C2CC(=O)NCc2csc(C(C)C)n2)cc1 (centres undefined)
  96 | -0.3 | 94 | 78 | 9 | 0 | 7 | -3 | 1
CCc1ccc(/C=N/NC(=O)Cc2ccc(OC)c(OC)c2)s1
  94 | nt | 92 | 94 | nt | 5 | nt | -2 | nt
COc1ccc(C2c3ccc4ccccc4c3Oc3ncn(CCN4CCOCC4)c(=N)c32)cc1 (centres undefined)
  94 | 0.1 | 98 | 78 | 5 | 0 | -3 | 18 | 3
CCSCCC(NC1=CC(=O)CC(C)(C)C1)C(=O)O (centres undefined)
  107 | -1.4 | 106 | 95 | 2 | 3 | 6 | 7 | 3
COc1ccc(C(C)=O)cc1CSc1nc2ccccc2c(=O)n1-c1ccccc1
  94 | 1.6 | 99 | 99 | -1 | 1 | 4 | -13 | -2
O=C1CC(CC(=O)N/N=C/c2ccccc2[N+](=O)[O-])=NN1
  94 | -3.7 | 98 | 94 | 2 | 1 | 2 | -13 | 6
Cn1cc(/C=C(\NC(=O)c2ccccc2Cl)C(=O)NCCCn2ccnc2)c2ccccc21
  110 | 1.5 | 100 | 90 | -4 | 0 | -3 | 32 | 4
CCCOC(=O)C1[C@H]2C(=O)N(C(C)c3ccc(OC)cc3)C[C@]23C=C[C@H]1O3 (some centres undefined)
  99 | 2.0 | 100 | 98 | 3 | 1 | 4 | 1 | -1
COc1ccc(CNC(=O)COC(=O)CCn2c(C)csc2=O)cc1OC
  100 | -0.3 | 101 | 93 | 1 | 0 | 1 | -11 | 1
NS(=O)(=O)c1ccc(Nc2nc(-c3ccc(F)cc3)cs2)cc1
  99 | -1.2 | 92 | 105 | 4 | 0 | 4 | -1 | 6
C/C(CC(=O)Nc1ccccc1C(F)(F)F)=N\NC(=O)c1cnccn1
  103 | -1.9 | 103 | 82 | 4 | 0 | 0 | 17 | -4
